Source: PubChem BioAssay
TRPML3 agonist: human mucolipin-3 channel agonism; Q8TDD5; HEK293 TRPML3-YFP, Fluo-8 calcium fluorescence; 100% = the carbachol control signal; activation, % at 3 µM; 220,000 tested, 0.29% active; AID 1448;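 active means activation above its plate's cutoff, the mean activation of the plate's test wells plus 3 SD, cut at about 12% in these data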;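 further: 0% = DMSO only wells and 100% = carbachol wells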
Target sequence (Q8TDD5 whole entry, looked up): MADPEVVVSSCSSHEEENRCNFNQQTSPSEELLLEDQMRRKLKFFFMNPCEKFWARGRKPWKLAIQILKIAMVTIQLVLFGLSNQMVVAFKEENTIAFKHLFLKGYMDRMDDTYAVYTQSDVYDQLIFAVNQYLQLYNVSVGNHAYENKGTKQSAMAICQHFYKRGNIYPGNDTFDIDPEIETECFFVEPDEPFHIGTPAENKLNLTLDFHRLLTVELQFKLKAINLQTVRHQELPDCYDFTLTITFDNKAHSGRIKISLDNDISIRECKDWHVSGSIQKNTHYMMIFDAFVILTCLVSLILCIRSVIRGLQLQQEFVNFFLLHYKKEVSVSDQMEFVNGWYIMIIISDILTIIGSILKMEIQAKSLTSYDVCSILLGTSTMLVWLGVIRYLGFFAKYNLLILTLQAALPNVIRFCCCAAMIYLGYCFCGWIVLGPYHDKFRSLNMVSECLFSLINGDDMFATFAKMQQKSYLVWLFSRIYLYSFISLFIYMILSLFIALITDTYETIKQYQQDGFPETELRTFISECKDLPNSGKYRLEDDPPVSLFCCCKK
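Material: TRPML3-YFP stable HEK293 cells | Dosing: One concentration, 3 µM nominal, 0.3% DMSO | Timing: 125 s total fluorescence read per well | Technique: Fluo-8 calcium dye fluorescence, ex 470-495, em 515-575 nm | Measure: Percent activation from peak-to-basal fluorescence ratio, scaled between DMSO and carbachol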
zfTRPN1 agonist: agonists of zebrafish TRPN1 channel | HEK293 zebrafish TRPN1-YFP, Fluo-8 calcium fluorescence; 100% = response to 87 µM carbachol | activation, % at 3 µM | 220,000 tested, 0.18% active | AID 1424;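 active means activation above its plate's cutoff, the mean activation of test wells on that plate plus 3 SD, cut at about 19% in these data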;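 further: 0% = DMSO alone and 100% = 87 µM carbachol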
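Material: zebrafish TRPN1-YFP in HEK293 cells. Doses: one dose of 3 µM, 0.3% DMSO. Incubation: dye 1 h 37 °C plus 30 min RT. Measured by: intracellular calcium fluorescence with Fluo-8.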
NPY-Y1 PAM-ag: potentiators or agonists of human neuropeptide Y receptor Y1 | AID 1304 | 220,000 tested, 0.37% active | P25929 | NPY-Y1 expressing cells, potentiator/agonist activation | activation, % at 3.6 µM; in the data active means activation above about 33%, passing the limit was not always enough;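 further: cells stimulated with NPY at EC10 then isoproterenol at EC100; 0% = low agonist plus stimulus and 100% = saturating agonist plus stimulus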
14-3-3 Bad inh: disrupts binding of bovine 14-3-3 zeta to phospho-Bad peptide; P63103; TR-FRET 14-3-3zeta/Dy647-pBad peptide displacement, 1 h; inhibition, % at 21.7 µM; 220,000 tested, 0.71% active; AID 781;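 active means inhibition above about 70%, limit read from the data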;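 further: 0% = full 14-3-3 plus peptide FRET controls and 100% = background without 14-3-3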
Target sequence (P63103 whole entry, looked up): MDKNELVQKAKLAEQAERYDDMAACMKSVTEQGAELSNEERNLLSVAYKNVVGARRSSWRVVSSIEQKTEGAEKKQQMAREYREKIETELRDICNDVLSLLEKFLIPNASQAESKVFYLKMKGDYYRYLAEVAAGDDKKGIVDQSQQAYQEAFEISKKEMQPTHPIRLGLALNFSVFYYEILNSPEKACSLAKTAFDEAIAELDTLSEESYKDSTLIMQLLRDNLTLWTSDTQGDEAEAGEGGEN
EP2 mod: modulators of human EP2 prostaglandin E2 receptor. 260,000 tested, 0.83% active. P43116. EP2-expressing cells, cAMP HTRF FRET, PGE2 co-stimulation. induction, % at 25 µM;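 active means compounds whose cAMP rise, as percent of the full-agonist control response, exceeds 60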;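 further: rat C6 glioma line stably carrying human EP2 under a CMV promoter; the protocol text gives 20 µM as final concentration; 100% = response of wells given 1 µM PGE2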
CHOP inh: inhibitors of CHOP induction in ER stress response. 220,000 tested, 3.8% active. inhibition, % at 10 µM. CHO-K1 CHOP-promoter luciferase, tunicamycin-induced, 15-18 h;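 active means compounds that reduced the stress-induced luciferase reporter signal by more than about 70% of percent inhibition, limit read from the data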;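 further: 0% = tunicamycin plus vehicle and 100% = wells without tunicamycin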
EP2 antag: blocks the human prostaglandin E2 receptor EP2; P43116; C6 glioma cells expressing human EP2, cAMP TR-FRET; cells stimulated with saturating PGE2; inhibition, % at 25 µM; 260,000 tested, 0.52% active; AID 1422;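 active means percent inhibition above 40 after rounding to a whole number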;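 further: rat C6 glioma host cells with rolipram phosphodiesterase inhibitor present; the protocol text gives 20 µM as final concentration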
NPY Y1 blocker: antagonists of human neuropeptide Y receptor Y1; P25929; HEK293-CNG Y1 cells, membrane potential fluorescence; NPY at EC95, then isoproterenol; inhibition, % at 3.6 µM; 200,000 tested, 1% active; AID 1040;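 active means inhibition above the campaign mean inhibition of all tested compounds plus 3 SD, cut at about 20% in these data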;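 further: 0% = DMSO wells given NPY plus isoproterenol and 100% = isoproterenol alone without NPY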
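Material: HEK293 cells with Y1 receptor plus CNG channel; times: compound incubation 1 h at room temperature, readout 45 min post-stimulation; signal: fluorescence, membrane potential probe; read-out basis: fluorescence ratio normalized to % inhibition between controls; benchmarks: full-block control isoproterenol-only wells, zero-block control NPY plus isoproterenol wells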
PPC-1+TRAIL kill: PPC-1 cancer cell killing with TRAIL present; AID 1443; 220,000 tested, 0.41% active; cell killing (% activity), % at 4 µM; PPC-1 cells + TRAIL, ATPLite viability luminescence;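 active means cell killing above 50% in the first pass at 4 µM, then a duplicate retest at 5 µM averaging 50% or more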;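 further: plate controls were cells with TRAIL plus DMSO for no effect and medium-only wells lacking cells for full effect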
An asterisk follows results filed as active; / = no result given; [ ] = remark or other dose. Not all compounds are listed (hit frequency here may not be typical).

The line under a structure holds: TRPML3 agonist	zfTRPN1 agonist	NPY-Y1 PAM-ag	14-3-3 Bad inh	EP2 mod	CHOP inh	EP2 antag	NPY Y1 blocker	PPC-1+TRAIL kill
1. O=C(CC(NS(=O)(=O)c1ccc(Cl)cc1)c1ccco1)NCc1ccco1 (configuration not stated)
    -0.7	-1.7	3	0[fluorescence artefact?]	-13	-10	/	-7	25
2. CCNC(=O)CN(c1ccccc1OC)S(=O)(=O)c1cccs1
    0.8	1.5	-12	-3[fluorescence artefact?]	-3	-26	7	0	17
3. CC(C)C(=O)Nc1ccc(N2CCCC2)c(Cl)c1
    0.5	-0.2	2	-8	-7	-15	5	-3	-2
4. COc1cc(COCC(O)CN2CCOCC2)cc(OC)c1OC (configuration not stated)
    0.5	0.6	9	-6	9	-5	10	-3	11
5. O=C(NCCCN1CCCCC1)c1ccc2c(=O)n(CCc3ccccc3)c(=O)[nH]c2c1
    0.5	1.9	2	16[fluorescence artefact?]	-29	38	/	-4	15
6. CCOC(=O)C1=C(C)NC(C)=C(C(=O)OCC)C1c1cc(N)ccc1OC(F)F
    0.6	0.2	13	7	5	50	13	-4	-6
7. O=C(OCn1nnc2ccccc2c1=O)c1cccnc1
    0.6	0.6	-6	1	17	-12	9	-1	3
8. COC(=O)CNC(=O)COC(=O)c1ccc(OC)c([N+](=O)[O-])c1
    0.9	0.1	-2	-4	24	-6	9	5	-2
9. Cc1ccc2nc(NC(=O)C(NS(=O)(=O)c3cccc4nsnc34)C(C)C)sc2c1 (configuration not stated)
    -1.0	-1.4	16	-2	13	70	6	-5	9
10. COc1cccc(-c2cc(C(F)(F)F)nc(-n3cc(C)cn3)n2)c1
    -0.5	-1.5	-33	-4	-10	36	7	3	22
11. Cn1nnnc1Sc1ccc(C(=O)O)cc1[N+](=O)[O-]
    -0.1	0.4	10	-5	-13	9	9	/	6
12. CCOC(=O)CCc1c(C)nc2c(c(C)nn2C(C)(C)C)c1C
    0.5	-0.4	7	2	24	19	7	2	-23
13. COC(=O)c1cc(C)cc(=O)o1
    1.0	1.0	-3	-3	6	4	22	/	9
14. COc1ccccc1N1CCN(C(=O)Cn2cnc3c2c(=O)n(C)c(=O)n3C)CC1
    0.4	-0.5	6	1	13	1	8	/	19
15. CCCc1cc(C(=O)NC2CCCC2)no1
    -0.9	0.4	-6	7	-5	-19	9	0	7
16. CCN(CC)c1nc(-c2ccccn2)nc(-c2ccccc2)c1C#N
    -0.5	-1.7	7	-13	1	58	-1	4	16
17. O=C(NN=C1C2CC3CC(C2)CC1C3)c1cccc(S(=O)(=O)N2CCOCC2)c1
    0.6	0.0	-39	-9	11	20	7	-1	-1
18. CCSc1nc(-c2ccccc2)c2cc(Cl)ccc2n1
    0.8	1.2	-1	0[fluorescence artefact?]	53	58	1	2	2
19. CCO[C@@H]1OC(C(=O)N2CCCCCCC2)=C[C@H](C2CCCCC2)[C@H]1CCCO
    -0.3	-0.4	-6	-1	-4	-4	/	2	0
20. Cc1ccc(S(=O)(=O)n2nc(OC(=O)C3CCCCC3)cc2N)cc1
    -0.5	-1.3	-3	8	35	68	4	-1	12
21. Cc1ccc(NC(=O)C2=C(c3ccccc3)S(=O)(=O)CCS2(=O)=O)cc1
    2.9	3.4	56*	-2	-87	109*	37	-7	27
22. CC1CCC(C(C)C)C(OCC(O)CN2CCOCC2)C1 (configuration not stated)
    -0.2	0.0	74*	15	-8	45	-6	-7	11
23. CCOCCCNC(=S)N1C2CCC1CC(NC(=O)Nc1ccc(C(=O)OCC)cc1)C2 (configuration not stated)
    -0.7	2.0	-2	-5	-119	6	19	9	1
24. COC(=O)C1=C(C)OC(N)=C(C#N)C1c1cc(OC)ccc1OC (configuration not stated)
    -0.4	-1.0	7	-3	14	20	15	-4	6
25. COC(=O)C1=C(C)Nc2ncnn2C1c1ccc(OCc2ccccc2)cc1 (configuration not stated)
    0.6	1.4	-6	1	3	47	15	-2	-3
26. O=C(Nc1ccc(F)c(F)c1)c1ccc(F)c(S(=O)(=O)N2CCC3(CC2)OCCO3)c1
    2.6	11	-29	-8	-43	32	7	-1	-12
27. Cc1ccc(N2CC(=O)Nc3c(sc4nc(C)cc(C)c34)C2=O)cc1
    0.7	0.2	16	-3	-14	7	3	/	6
28. O=C(COc1ccc2c(C(F)(F)F)cc(=O)oc2c1)NCc1cccs1
    -0.2	0.6	1	-6	-27	2	11	4	10
29. Cc1nc(-c2nnc(SCC(=O)Nc3cc(C(F)(F)F)cc(C(F)(F)F)c3)n2C)cs1
    -0.2	0.5	0	8	20	61	8	/	22
30. Cc1c(N2C(=O)CS/C2=N\N=C\c2ccc(Cl)cc2)c(=O)n(-c2ccccc2)n1C
    0.1	-1.3	23	1	-15	-15	12	2	12
31. O=C(NC(c1ccccc1)c1ccccc1)N1CCN(CCO)CC1
    1.1	1.8	-8	-3	2	18	3	3	-4
32. Fc1cccc(NC(=S)NCc2ccccn2)c1
    0.5	0.7	-2	-19	-23	-13	10	1	0
33. COc1ccccc1N1CCN(C(=O)NC23CC4CC(CC(C4)C2)C3)CC1
    1.1	2.5	10	-12	-55	22	7	2	20
34. Cc1cc(NC(=O)CCOc2ccc(F)cc2)no1
    0.7	0.1	-12	-1	30	11	4	/	14
35. CCn1c(SCC(=O)O)nc2sc3c(c2c1=O)CCC3
    0.9	1.0	-12	0	16	-12	21	3	-5
36. O=C(CC1C(=O)NCCN1Cc1ccc(Cl)c(F)c1)NCC1CCOCC1 (configuration not stated)
    0.7	0.6	-4	4	8	17	6	/	8
37. Nc1ccc(S(=O)(=O)N2CCCc3ccccc32)cc1
    0.9	1.2	12	-7	-31	32	15	-3	-3
38. COc1cc2c(cc1OC)[C@H](Cc1ccc(O)cc1)NCC2
    0.7	0.6	-33	-2	3	6	19	2	2
39. Cc1c(NC(=O)C2(C)CCCCC2)c(=O)n(-c2ccccc2)n1C
    0.6	0.8	0	-4	6	28	7	-2	4
40. CCN(CC)CCNC(=O)c1ccc(Cl)c(S(=O)(=O)N2CCCCCC2)c1
    0.7	1.2	9	-11[fluorescence artefact?]	10	45	11	4	22
41. COc1ccc(-c2c[n+]3c4n2CCCCC4=C(c2ccc(Br)cc2)C3)cc1
    0.2	-0.7	-20	69[fluorescence artefact?]	-12	56	/	2	-2
42. Cc1nn(CC(=O)NCCCN2CCOCC2)c(C)c1[N+](=O)[O-]
    0.8	0.1	-12	-4	1	21	3	2	10
43. CC(C)[C@H](NC(N)=O)C(=O)Nc1cccc([N+](=O)[O-])c1
    0.5	1.1	-10	-1	28	-6	5	-4	-20
44. CN(C)C(=O)c1c(C(F)(F)F)nn(C)c1Cl
    0.6	0.0	-16	-8	-18	-4	5	-1	13
45. COc1cnn(-c2ccc(C)cc2)c(=O)c1Br
    0.3	1.0	6	3	7	-9	12	10	31
46. CCOC(=O)C1=C(N)n2c(s/c(=C\c3ccco3)c2=O)=C(C(=O)OCC)C1c1ccco1 (configuration not stated)
    0.3	0.9	-13	6[fluorescence artefact?]	37	/	7	-3	24
47. C/C=C\C=C/C(=O)Nc1cccc(C2=NOC3(C2)C[C@@H](C(N)=O)N(C(=O)COc2ccc(Cl)cc2)C3)c1 (some centres not stated)
    /	/	/	-7	-6	-4	12	/	20
48. Cc1ccc2[nH]c3c(N4CCN(Cc5ccc6c(c5)OCO6)CC4)ncnc3c2c1
    1.2	0.6	-4	-6	-60	63	/	-8	20
49. CCCCOc1ccc(C(NC(=O)OCC)NC(=O)OCC)cc1
    0.0	3.6	-1	33	-4	-18	5	1	6
50. COc1cc2nc(CN3CCC(Cc4ccccc4)CC3)[nH]c(=O)c2cc1OC
    0.9	1.3	11	1	2	3	2	-1	16
51. COc1cc2c(C#N)c(N3CCN(C)CC3)nc(N)c2c(N)n1
    0.6	0.3	12	3	9	19	5	3	-26
52. CC1(C)CC(O)C(C(O)c2cccc([N+](=O)[O-])c2)C(C)(C)N1 (configuration not stated)
    0.0	1.1	-25	-4[fluorescence artefact?]	4	-23	7	6	15
53. CSc1nnc(CNC(=O)C23CC4CC(CC(C4)C2)C3)n1Cc1ccccc1
    0.0	-0.5	6	-10	0	20	6	6	9
54. N#CCCN(C(=O)CO/N=C/c1cccc([N+](=O)[O-])c1)c1ccccc1
    0.6	1.0	-9	-4	-11	18	7	-1	21
55. O=C1CN(CC(=O)NC(=O)NCc2ccccc2)CCN1
    0.7	0.9	6	-1	36	-11	4	-1	16
56. C=CCN1C=C/C(=C\C=C(C#N)C#N)c2ccccc21
    0.1	-3.6	32	-10	-46	19	8	-13	10
57. Cc1ccc(NC2CCCCC2NS(=O)(=O)c2ccc(Cl)cc2)cc1 (configuration not stated)
    0.8	-1.0	-22	-28	15	91*	5	3	17
58. COCCCNCCCOc1ccc(Cl)cc1C(C)(C)C
    2.2	-0.5	3	-21	-11	37	3	0	24
59. COc1cc(OC)c(NC2c3ccccc3C(=O)N2c2cc(C)ccn2)cc1Cl (configuration not stated)
    0.3	-0.9	8	15	19	10	11	1	-7
60. Cn1c(=O)n(Cc2ccccc2)c2ccccc21
    -0.4	-0.1	7	11	26	26	3	3	22

Additional records follow:
The line under a structure holds: TRPML3 agonist	zfTRPN1 agonist	NPY-Y1 PAM-ag	14-3-3 Bad inh	EP2 mod	CHOP inh	EP2 antag	NPY Y1 blocker	PPC-1+TRAIL kill
61. CC(=O)N1N=C(c2cccc([N+](=O)[O-])c2)OC1c1ccc(Br)cc1 (configuration not stated)
    0.8	-1.0	4	0	-18	18	13	/	-4
62. COc1ccc2c(c1)C(=O)N(c1ccccc1)C(=O)C2
    -0.3	0.8	13	1	28	-35	9	-3	23
63. Cc1cccc(NC(=S)NCC2CCCO2)c1 (configuration not stated)
    0.7	0.5	13	-6	25	-2	10	-1	0
64. CCO/N=C(\N)c1[nH]ncc1Br
    -0.4	-0.6	4	-2	12	10	21	/	-2
65. Cc1nc(N2CCOCC2)nc(Oc2ccccc2)c1[N+](=O)[O-]
    -0.8	-2.8	1	1	14	13	10	/	-20
66. COC(=O)c1c(N=CN(C)C)c(C#N)c2n1CCCC2
    0.0	1.4	5	1	9	4	7	-9	8
67. COCCCNC(=S)N(Cc1cccnc1)Cc1ccc(OC)c(OC)c1
    0.4	-1.5	-1	0[fluorescence artefact?]	-9	36	7	-3	6
68. Cc1ccc(CNC(=S)Nc2cc(C)ccc2OC(F)F)cc1
    -0.3	-2.0	-11	-7	-30	-12	11	0	6
69. Cc1cc(/C=N/n2cnnc2)c(C)n1-c1ccc(OCc2ccc(F)cc2)cc1
    0.3	0.6	35	-12[fluorescence artefact?]	-6	/	7	-14	10
